# D1 agonist = activates the human D1 dopamine receptor; P21728; HEK293 T-REx D1 cells, calcium flux, agonist mode; activation, % at 2 µM; actives 1% (n = 360,000); further: 0% is about no effect
# Target sequence (P21728 whole entry, looked up): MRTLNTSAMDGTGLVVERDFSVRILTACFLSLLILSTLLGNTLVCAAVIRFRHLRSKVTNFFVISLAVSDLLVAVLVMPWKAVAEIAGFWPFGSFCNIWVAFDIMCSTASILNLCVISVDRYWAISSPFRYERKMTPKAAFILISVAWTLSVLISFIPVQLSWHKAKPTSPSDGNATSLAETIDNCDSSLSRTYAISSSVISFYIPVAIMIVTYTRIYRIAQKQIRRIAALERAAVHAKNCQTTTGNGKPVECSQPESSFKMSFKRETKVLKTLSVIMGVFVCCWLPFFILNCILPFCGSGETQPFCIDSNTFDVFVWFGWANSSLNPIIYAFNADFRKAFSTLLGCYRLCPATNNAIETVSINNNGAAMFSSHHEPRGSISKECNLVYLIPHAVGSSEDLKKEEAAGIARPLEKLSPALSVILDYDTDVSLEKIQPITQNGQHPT
#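 Agonism was scored from calcium flux recorded over 180 s (1 read/s) after pintool compound addition, following a 10-cycle baseline. Cells were inducible force-coupled HEK293 TREx D1, plated overnight at 30 C and loaded with no-wash calcium dye.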
# D2 agonist = activates the human D2 dopamine receptor. P14416. HEK293 T-REx D2 cells, calcium flux agonist mode. activation, % at 2 µM. actives 0.53% (n = 340,000);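 active means activation over 3 SD above normal in the single-dose calcium agonist read, cut at about 30% in these data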; further: 0% is about no effect
#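 HEK293 Trex D2 cells, tetracycline-induced, o/n 30 C 5% CO2; no-wash Ca dye, RT 30–90 min; 10-cycle baseline, 23 nl cpd added, kinetic Ca read 180 s; agonist hits = positive Ca response.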
# RXFP1 antagonist = RXFP1 (human) relaxin receptor antagonism. AID 1259400. activity change, negative = inhibition, % at 57.5 µM. actives 0.59% (n = 350,000). HEK293-RXFP1, relaxin-stimulated cAMP HTRF, 30 min; hits give low values;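 active means activity change of -60% or lower, but not beyond a set lower limit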; further: on the % scale 0 is the no-effect control and ±100 the full control effect
# D2 potentiator = D2 dopamine receptor (human) potentiation. P14416. HEK293 T-REx D2, calcium flux, EC20 dopamine potentiation. potentiation, % at 10 µM. actives 0.34% (n = 340,000). AID 485347;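 active means potentiation over 3 SD above the plate norm, cut at about 30% in these data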; further: 0% is about no effect
#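 Tetracycline-induced Hek293 Trex D2 cells, force-coupled to calcium, loaded with no-wash calcium dye. Compound added with 180 s kinetic read for agonism, then EC20 dopamine and a further 180 s read for potentiation.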
# TRHR agonist = TRH receptor (human) agonism. TRHR cells, calcium flux fluo-8, FDSS agonist mode. activation, % at 2 µM. actives 0.18% (n = 360,000). AID 493084; further: 0% is about no effect
# Target sequence (P34981 whole entry, looked up): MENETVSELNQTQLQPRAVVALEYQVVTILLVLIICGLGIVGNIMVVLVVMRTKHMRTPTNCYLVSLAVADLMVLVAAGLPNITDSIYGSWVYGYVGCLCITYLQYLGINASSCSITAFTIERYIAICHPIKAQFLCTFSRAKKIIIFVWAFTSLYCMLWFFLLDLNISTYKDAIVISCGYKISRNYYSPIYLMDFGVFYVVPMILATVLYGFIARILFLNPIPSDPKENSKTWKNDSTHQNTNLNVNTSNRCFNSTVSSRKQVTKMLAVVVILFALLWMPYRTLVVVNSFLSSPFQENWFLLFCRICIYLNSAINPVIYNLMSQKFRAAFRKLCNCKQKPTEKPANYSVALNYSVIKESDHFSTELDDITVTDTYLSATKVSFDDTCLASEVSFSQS
#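 TRHR-expressing cells loaded with fluo-8 calcium dye; 23 nL library compound pin-transferred, kinetic FDSS fluorescence (Ex 480/Em 530) recorded about 180 s for agonist-induced calcium release, before a 10 nM TRH EC20 addition for potentiator mode.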
# TRHR PAM = allosteric enhancers of human TRH receptor | P34981 | TRHR cells, fluo-8 calcium fluorescence, EC20 TRH enhancement | enhancement, % at 2 µM | actives 0.66% (n = 360,000) | AID 493056; in the data active means enhancement above about 30%; further: 0% is about no effect
#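 Enhancer read-out: after compound pinning and an initial kinetic agonist-mode read, an EC20 of TRH (10 nM final) was injected and fluo-8 calcium signal (Ex 480/Em 530) followed at 1 s/cycle for 100 cycles in TRHR-expressing cells.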
# D2 antagonist = antagonists of human D2 dopamine receptor | actives 2% (n = 340,000) | inhibition, % at 10 µM | HEK293 TREx D2 cells, calcium flux, dopamine EC80 | AID 485344 | P14416; in the data active means inhibition above about 30%; further: 0% is about no effect
#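 Calcium mobilization kinetics were recorded at 1 s intervals in tetracycline-induced HEK293 T-REx D2 cells, first for 180 s after compound addition and then 180 s after EC80 dopamine.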
# D1 potentiator = potentiators of human D1 dopamine receptor; P21728; HEK293 TREx D1 cells, calcium flux, dopamine EC20 potentiation; potentiation, % at 10 µM; actives 0.036% (n = 360,000); AID 504651; in the data active means potentiation above about 30%; further: 0% is about no effect
# D1 antag = blocks dopamine activation of the human D1 receptor. P21728. HEK293 TREx D1 cells, calcium flux, dopamine EC80; hits give low values. actives 3.2% (n = 360,000). activity change, negative = inhibition, % at 10 µM; in the data active means activity change below about -30%; further: on the % scale 0 is the no-effect control and ±100 the full control effect
#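 Allosteric or orthosteric antagonism assessed as attenuation of the calcium response to EC80 dopamine, added 180 s after compound, in induced HEK293 Trex D1 cells loaded with no-wash calcium dye.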
# The depositor's hits bear a star; · = no result given. Unless noted, no stated cut-off is given here; in the data, active means activation above about 30%; inactive means the rest.
smiles,D1 agonist,D2 agonist,RXFP1 antagonist,D2 potentiator,TRHR agonist,TRHR PAM,D2 antagonist,D1 potentiator,D1 antag
COc1ccc(-c2nc(CN3CCC(C(=O)N4CCOCC4)CC3)c(C)o2)c(OC)c1,4,0.0,2,0,-0.2,5,-7,2,18
CCN(CC)CCn1c(SCC(=O)NCCC2=CCCCC2)nc2c(sc3ccccc32)c1=O,0,-0.2,-20,-16,-0.3,20,12,-5,1
O=[N+]([O-])c1ccc2c(c1)C(O)n1nc(-c3ccc(Cl)cc3Cl)nc1S2 (configuration not stated),3,0.7,-17,3,0.0,12,7,-1,5
O=C(CCNc1ccccc1)c1cccc([N+](=O)[O-])c1,2,-0.3,2,-3,-0.2,1,-2,0,5
CCc1cccc2c(C(=O)CSc3nncn3-c3ccc(OC)cc3)c[nH]c12,-1,-0.9,-3,-13,0.2,-1,-7,-2,-15
CCNC(=O)c1cccc(NC(=O)CC2SC(N3CCCCC3)=NC2=O)c1 (configuration not stated),2,-0.2,-4,-4,-0.8,-1,-3,-12,1
O=C(CCC(=O)Nc1nnc(C2CCCCC2)s1)NCc1ccc(F)cc1,3,-0.5,-2,12,0.3,0,-3,2,-16
O=C(O)CSc1nc2c(c(C(F)(F)F)n1)CCc1ccccc1-2,0,2.4,-11,0,-0.2,0,-13,4,-8
CCOc1ccc(S(=O)(=O)NCCC(=O)NCC(c2ccco2)N2CCCCC2)cc1 (configuration not stated),1,0.3,0,10,-0.1,-4,-5,-4,-14
O=C(Cn1cnc2c(NC(=O)OCc3ccccc3)ncnc21)NCc1ccccn1,-2,2.8,·,22,0.4,-3,-6,1,·
N#C/C(=C/Nc1ccccc1C(=O)O)C(N)=O,1,0.7,8,11,0.1,6,-1,-6,-12
Nc1[nH]nc2ncc3cc4ccccc4nc3c12,4,-0.2,-24,0,-1.0,3,59*,-2,-2
CC(=O)NC1=NC(=O)/C(=C/c2cc(C)n(-c3ccc(NC(C)=O)cc3)c2C)S1,19,4.3,-22,6,9.4,-6,18,8,10
Brc1ccc(CNc2nc3ccccc3n2CCN2CCCCC2)cc1,6,·,-11,·,0.4,3,·,-6,-19
CC(NCCc1ccc(S(N)(=O)=O)cc1)C(=O)NCCc1ccc(F)cc1 (configuration not stated),0,1.8,3,-6,1.0,-2,14,1,3
COc1ccc(CNc2nc(SCc3ccccc3Cl)nc3ccccc23)cc1,8,0.6,-4,11,0.8,2,·,-2,-10
O=C(/C=C/c1cn(-c2ccccc2)nc1-c1cccnc1)NCCN1CCOCC1,2,1.8,-8,-3,-0.4,-4,19,9,-5
Cn1c(/C(C#N)=C(\O)c2cccc(F)c2)nc2ccccc21,0,-0.5,-1,0,-0.5,-4,12,-6,-7
CCOC(=O)CSc1nnc(-c2ccccc2OC)o1,-1,0.0,8,6,0.0,2,8,3,1
COC(=O)[C@H]1[C@H](C(=O)OC)[C@@H](C(=O)OC)N(c2ccc(OC)cc2)[C@@H]1C(=O)OC,1,0.9,1,-7,-0.4,-2,0,-2,-5

# A second format for part of the listing above:
# Values run as follows: D1 agonist	D2 agonist	RXFP1 antagonist	D2 potentiator	TRHR agonist	TRHR PAM	D2 antagonist	D1 potentiator	D1 antag
> Brc1ccc(CNc2nc3ccccc3n2CCN2CCCCC2)cc1
    6	·	-11	·	0.4	3	·	-6	-19
> CC(NCCc1ccc(S(N)(=O)=O)cc1)C(=O)NCCc1ccc(F)cc1 (configuration not stated)
    0	1.8	3	-6	1.0	-2	14	1	3

# New compounds follow
smiles,D1 agonist,D2 agonist,RXFP1 antagonist,D2 potentiator,TRHR agonist,TRHR PAM,D2 antagonist,D1 potentiator,D1 antag
CCOC(=O)CS(=O)(=O)c1nc(-c2ccc(F)cc2)cc(C(F)(F)F)n1,-5,2.9,-80*,10,0.9,-5,-10,4,9
Cc1cccc(N2CCN(c3ccc(NC(=O)/C=C(/C(=O)O)c4ccccc4)cc3)CC2)c1,0,-0.1,5,5,-0.2,4,-10,4,9
COc1ccc([N+](=O)[O-])cc1NC(=S)Nc1ccccc1,1,1.1,-8,-8,0.3,4,-26,3,-6
C[C@@H](CN1C(=O)C(=O)NC[C@@H]1Cc1ccc(O)cc1)NC(=O)Cc1ccccc1,3,0.0,·,0,0.1,2,-11,1,20
COc1ccc(CNC(=O)Oc2ccccc2)cc1Cl,0,-0.3,-6,-16,0.0,-2,10,9,-22
COc1ccc(OCCCC(=O)OCC(=O)Nc2ccc(Cl)cn2)cc1,7,0.1,-9,11,0.6,8,-4,-3,-4
CCc1nnc(NC(=O)CSc2nnnn2-c2cccc(C(C)=O)c2)s1,2,-2.1,4,4,-0.1,-2,-8,5,-19
CCOC(=O)CSc1nc(N)c(C#N)c(-c2ccc(OCC)cc2)c1C#N,4,2.4,20,-5,2.1,4,6,-6,-8
CCN(c1ccc(OC)cc1)S(=O)(=O)c1c(C(=O)N2CCCCCC2)c(C)n(C)c1C,1,-0.5,-8,-5,-0.2,0,·,2,-4
NC(=O)C(c1ccc(Cl)cc1)c1ccc(Sc2ccc(Cl)cc2)nn1 (configuration not stated),23,0.4,-15,-13,0.0,17,0,1,-19

# Five entries drawn at random from those above:
smiles,D1 agonist,D2 agonist,RXFP1 antagonist,D2 potentiator,TRHR agonist,TRHR PAM,D2 antagonist,D1 potentiator,D1 antag
COc1ccc(OCCCC(=O)OCC(=O)Nc2ccc(Cl)cn2)cc1,7,0.1,-9,11,0.6,8,-4,-3,-4
CCOC(=O)CS(=O)(=O)c1nc(-c2ccc(F)cc2)cc(C(F)(F)F)n1,-5,2.9,-80*,10,0.9,-5,-10,4,9
COc1ccc([N+](=O)[O-])cc1NC(=S)Nc1ccccc1,1,1.1,-8,-8,0.3,4,-26,3,-6
NC(=O)C(c1ccc(Cl)cc1)c1ccc(Sc2ccc(Cl)cc2)nn1 (configuration not stated),23,0.4,-15,-13,0.0,17,0,1,-19
Cc1cccc(N2CCN(c3ccc(NC(=O)/C=C(/C(=O)O)c4ccccc4)cc3)CC2)c1,0,-0.1,5,5,-0.2,4,-10,4,9

# (continued)
smiles,D1 agonist,D2 agonist,RXFP1 antagonist,D2 potentiator,TRHR agonist,TRHR PAM,D2 antagonist,D1 potentiator,D1 antag
O=C(NCCc1ccccc1)c1cnc2sc(N3CCCCC3)nn2c1=O,1,0.0,2,-1,0.3,6,·,-5,-9
NC(=O)C1CCN(C(=O)CC2(CC(=O)O)CCCC2)CC1,1,·,1,·,0.8,-5,·,-15,-2
COc1ccccc1CNC1CCCc2ccccc21 (configuration not stated),4,0.3,9,-2,0.2,-5,2,-8,11
Cc1ccc(OCC(=O)Nc2nc(-c3ccccn3)cs2)c(C)c1,4,-0.4,-29,10,-0.7,15,-3,1,-2
C/C(=N/NC(=O)c1ccco1)c1cccc(NC(=O)c2ccc(C)s2)c1,0,-0.5,·,-1,-0.5,3,-4,-3,4
CCCCCNC(=O)c1ccccc1SC,0,-0.2,0,1,-0.4,-2,7,0,9
O=C1C(NS(=O)(=O)c2cccs2)=C(N2CCN(c3cccc(Cl)c3)CC2)C(=O)c2ccccc21,-2,0.4,-23,-6,-0.7,0,10,3,7
O=C(c1cc(COc2ccc(F)cc2F)on1)N1CC2C[C@@H]3CC1C[C@H](C2)C3,7,·,-6,·,0.2,-6,·,-3,14
COc1ccccc1NC(=O)Cn1c2ccc(F)cc2c2nc3n(c(=O)c21)CCS3,2,0.9,9,-3,0.0,8,-5,-7,9
O=C(CCSc1ccc(F)cc1)NNC(=O)c1ccc([N+](=O)[O-])cc1,10,0.4,10,-10,-0.2,8,7,·,15
CCN1CCN(CCCN(Cc2ccco2)C(=S)Nc2cccc(Cl)c2C)CC1,4,1.8,-9,1,0.5,9,0,-6,1
CCOC(=O)c1c(C)[nH]c(C)c1C(=O)COC(=O)[C@@H](NC(=O)c1ccccc1OCC)C(C)C,2,0.6,-22,-1,-0.7,1,-4,1,-8
N#Cc1nc(Cc2cccc3ccccc23)oc1N1CCN(c2ccccc2)CC1,3,-0.3,-8,2,-0.2,8,-16,8,-2
